# D2 ag: HTS Assay for Allosteric Agonists of the Human D2 Dopamine Receptor: Primary Screen for Agonists; HEK293 T-REx D2 cells, calcium flux agonist mode; AID 485358, 2010; activation, % at 2 µM; D(2) dopamine receptor (Homo sapiens), P14416; 0.53% of 340,000 active;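 active = activation over 3 SD above normal in the single-dose calcium agonist read, cut at about 30% in these data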; also: 0% is about no effect
#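 In this primary screen, compounds producing a positive calcium signal within 180 s of addition to tetracycline-induced, force-coupled HEK293 Trex D2 cells are flagged; cells are dye-loaded with a no-wash calcium kit beforehand.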
# TRHR agonist: qHTS for Small Molecule Agonists and Allosteric Enhancers of Human TRH Receptor: Primary Screen for Agonists. Thyrotropin-releasing hormone receptor (Homo sapiens), P34981. TRHR cells, calcium flux fluo-8, FDSS agonist mode. 0.18% of 360,000 active. activation, % at 2 µM; also: 0% is about no effect
#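 Read-out: compound-evoked intracellular calcium rise in TRHR cells, fluo-8 dye, kinetic FDSS fluorescence at 1 s/cycle following a 10-cycle baseline. Cells cultured overnight before dye loading (30 min–1.5 h, RT).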
# D2 PAM: HTS Assay for Positive Allosteric Modulators of the Human D2 Dopamine Receptor: Primary Screen for Potentiators; HEK293 T-REx D2, calcium flux, EC20 dopamine potentiation; 0.34% of 340,000 active; D(2) dopamine receptor (Homo sapiens), P14416; potentiation, % at 10 µM;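 active = potentiation over 3 SD above the plate norm, cut at about 30% in these data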; also: 0% is about no effect
#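 Tetracycline-induced Hek293 Trex D2 cells, force-coupled to calcium, loaded with no-wash calcium dye. Compound added with 180 s kinetic read for agonism, then EC20 dopamine and a further 180 s read for potentiation.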
# D1 agonist: Allosteric Agonists of the Human D1 Dopamine Receptor: qHTS; D(1A) dopamine receptor (Homo sapiens), P21728; HEK293 T-REx D1 cells, calcium flux, agonist mode; 1% of 360,000 active; activation, % at 2 µM; also: 0% is about no effect
#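 Inducible HEK293 T-REx D1 cells, force-coupled to calcium signalling, were plated at 4000 cells/well with tetracycline and held overnight at 30 C. After no-wash calcium dye loading, compound-evoked calcium rise over 180 s flagged agonists.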
# D1 antagonist: Antagonist of Human D 1 Dopamine Receptor: qHTS; HEK293 TREx D1 cells, calcium flux, dopamine EC80; active compounds read low; activity change, negative = inhibition, % at 10 µM; 3.2% of 360,000 active; AID 504652, 2011; in the data active = activity change below about -30%; also: % is scaled to controls: 0 for no effect and ±100 for the full control effect
#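 Tetracycline-induced HEK293 T-REx cells with force-coupled D1 receptor were loaded with a no-wash calcium dye. Compound was added after a 10 s baseline and read kinetically for 180 s; EC80 dopamine was then added and calcium flux followed another 180 s.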
# D1 PAM: Potentiators of Human D1 Dopamine Receptor: qHTS. D(1A) dopamine receptor (Homo sapiens), P21728. HEK293 TREx D1 cells, calcium flux, dopamine EC20 potentiation. potentiation, % at 10 µM. 0.036% of 360,000 active. AID 504651, 2011; in the data active = potentiation above about 30%; also: 0% is about no effect
# D2 antagonist: HTS Assay for Allosteric Antagonists of the Human D2 Dopamine Receptor: Primary Screen for Antagonists | HEK293 TREx D2 cells, calcium flux, dopamine EC80 | inhibition, % at 10 µM | 2% of 340,000 active | AID 485344, 2010; in the data active = inhibition above about 30%; also: 0% is about no effect
#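 Dopamine at EC80 is the agonist stimulus; test compounds precede it by 180 s. Calcium flux read kinetically in a force-coupled, inducible HEK293 T-REx D2 cell line.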
# TRHR PAM: qHTS for Small Molecule Agonists and Allosteric Enhancers of Human TRH Receptor: Primary Screen for Enhancers; TRHR cells, fluo-8 calcium fluorescence, EC20 TRH enhancement; enhancement, % at 2 µM; 0.66% of 360,000 active; in the data active = enhancement above about 30%; also: 0% is about no effect
#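 Enhancer read-out: after compound pinning and an initial kinetic agonist-mode read, an EC20 of TRH (10 nM final) was injected and fluo-8 calcium signal (Ex 480/Em 530) followed at 1 s/cycle for 100 cycles in TRHR-expressing cells.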
# RXFP1 antag: qHTS Assay for Antagonists of the Relaxin Receptor RXFP1 | activity change, negative = inhibition, % at 57.5 µM | AID 1259400, 2018 | 0.59% of 350,000 active | Relaxin receptor 1 (Homo sapiens), Q9HBX9 | HEK293-RXFP1, relaxin-stimulated cAMP HTRF, 30 min; active compounds read low;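 active = activity change of -60% or lower, but not beyond a set lower limit; inconclusive = change between -60% and -40%, or beyond the set limit; inactive = change above -40%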; also: % is scaled to controls: 0 for no effect and ±100 for the full control effect
# Target sequence (Q9HBX9 whole entry, looked up): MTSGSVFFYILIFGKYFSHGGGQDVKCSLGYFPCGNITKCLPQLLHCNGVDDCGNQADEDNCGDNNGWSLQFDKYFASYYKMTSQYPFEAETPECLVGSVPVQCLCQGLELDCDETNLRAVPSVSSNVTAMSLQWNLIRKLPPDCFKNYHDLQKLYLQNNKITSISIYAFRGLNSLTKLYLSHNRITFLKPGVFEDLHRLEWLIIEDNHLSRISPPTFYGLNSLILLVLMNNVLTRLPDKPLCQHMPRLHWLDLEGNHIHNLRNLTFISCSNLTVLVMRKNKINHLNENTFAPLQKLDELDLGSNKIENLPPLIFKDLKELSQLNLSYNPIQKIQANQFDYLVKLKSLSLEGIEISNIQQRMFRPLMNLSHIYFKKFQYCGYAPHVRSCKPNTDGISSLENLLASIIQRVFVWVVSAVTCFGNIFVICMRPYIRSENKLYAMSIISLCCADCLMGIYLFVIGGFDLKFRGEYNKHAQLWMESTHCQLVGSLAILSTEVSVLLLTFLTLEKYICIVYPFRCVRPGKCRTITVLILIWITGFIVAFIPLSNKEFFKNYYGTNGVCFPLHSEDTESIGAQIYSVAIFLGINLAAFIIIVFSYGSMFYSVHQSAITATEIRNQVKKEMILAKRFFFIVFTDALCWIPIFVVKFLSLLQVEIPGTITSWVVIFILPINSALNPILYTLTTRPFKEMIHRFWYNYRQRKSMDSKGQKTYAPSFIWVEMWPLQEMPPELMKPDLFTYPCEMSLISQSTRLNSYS
# Numbers without * were called inactive; ? = inconclusive; / = not tested or not shown. Rule as the data show it, unless noted: active = activation above about 30%; inactive = the rest.
SMILES,D2 ag,TRHR agonist,D2 PAM,D1 agonist,D1 antagonist,D1 PAM,D2 antagonist,TRHR PAM,RXFP1 antag
COc1cccc(C(=O)N/N=C/C(Br)=C/c2ccccc2)c1,-1.5,-0.2,-2,6,-7,-7,-21,-2,-15
Cn1cccc1C(=O)NC(=O)COC(=O)CNS(=O)(=O)c1ccc(Br)cc1,-0.1,0.0,-2,0,-12,-3,3,-6,-10
CCCS(=O)(=O)c1nc(S(=O)(=O)c2ccc(C)cc2)c(NCc2ccccc2)s1,-0.3,1.5,/,4,-6,-2,/,7,5
O=C(c1cccnc1)N1CCC(Oc2ccc(C(=O)N3CCCCO3)cc2)CC1,0.0,0.3,11,5,-1,1,-2,1,-13
CCc1cccc(C)c1NC(=O)C1CCCN(S(C)(=O)=O)C1 (stereo not drawn),0.1,1.0,14,1,4,-1,-1,-7,10
Cc1[nH][nH]c(=O)c1C=NCc1cccs1,0.3,0.8,-4,3,-8,0,9,1,1
CN(C)CCCN(C(=O)c1ccc(S(=O)(=O)N(C)C2CCCCC2)cc1)c1nc2ccc(F)cc2s1,2.3,1.0,8,10,6,-7,2,5,-25
CCN1c2ccccc2-n2cccc2C12CCN(C(=O)Nc1ccccc1Br)CC2,-0.4,0.8,-7,0,-2,-1,/,1,-12
C=CCn1c(=O)c2c(nc(-n3nc(C)cc3C)n2C)n(C)c1=O,-0.8,0.3,3,6,16,1,-10,5,7
CC(=O)Nc1ccc(-c2cc(N)n(-c3ccccc3)n2)cc1,0.6,0.1,9,2,4,-8,6,-3,-4
COc1ccc(CNC(=O)c2ccc3oc(C(C)C)nc3c2)cc1,1.8,-0.5,-5,7,-10,4,-21,2,-22
Cn1nc(C(=O)NC2CCC(O)CC2)c2ccccc2c1=O (stereo not drawn),0.4,0.2,8,2,12,-8,16,1,6
Cc1cccc2cc(C#N)c(SCC#N)nc12,4.8,6.4,-4,32*,9,2,-8,-6,-9
O=C(CNC(=O)c1ccc([N+](=O)[O-])cc1)c1ccccc1,-0.1,-0.2,-9,3,5,1,1,-4,-1
O=C(O)c1ccccc1C(=O)NC1=NN(c2ccccc2)CC1,-0.8,-0.8,9,0,1,3,-5,-2,-1
CCN(C(=O)CSc1nnc(Cn2nnc3ccccc32)o1)c1nc(-c2ccccc2)cs1,-0.3,0.4,-2,5,-14,-6,2,5,-8
O=c1c2c3c(sc2ncn1-n1cccc1)CCCCC3,0.6,-0.2,2,-2,-6,-3,8,-1,-24
COc1ccc(NC(=O)CN2C(=O)NC3(CCCC3)C2=O)cc1OC,0.3,0.4,22,1,2,5,-1,-5,6
CC(Sc1nnc(N)s1)C(=O)Nc1ccc(N2CCOCC2)cc1 (stereo not drawn),0.9,-0.3,4,4,-11,-2,-3,-4,4
COc1cc(OC)c(OC)cc1CNCCSc1nnnn1C,0.5,0.4,2,3,-1,0,-19,7,-15
O=C1C=C(NCc2ccccc2)C2(CCCCC2)O1,0.8,-0.2,7,1,-7,-4,-57,-3,3
CCN(CC)CCNC(=O)CSc1nc2nc(C)c(Cc3ccccc3)c(C)n2n1,-0.1,0.2,-6,7,-6,0,/,2,-12
Cc1c(C)n(Cc2ccccc2)c2ncnc(NCCCO)c12,1.1,0.5,8,1,-4,3,-21,-2,7
O=C(Nc1ccc(OC(F)(F)C(F)F)c(NC(=O)c2cccc(F)c2)c1)c1cccc(F)c1,-0.3,-1.2,1,2,-9,-8,-7,-4,-6

# In the list so far, five have an aryl thioether with sulfur outside any ring.
SMILES,D2 ag,TRHR agonist,D2 PAM,D1 agonist,D1 antagonist,D1 PAM,D2 antagonist,TRHR PAM,RXFP1 antag
Cc1cccc2cc(C#N)c(SCC#N)nc12,4.8,6.4,-4,32*,9,2,-8,-6,-9
CCN(C(=O)CSc1nnc(Cn2nnc3ccccc32)o1)c1nc(-c2ccccc2)cs1,-0.3,0.4,-2,5,-14,-6,2,5,-8
CC(Sc1nnc(N)s1)C(=O)Nc1ccc(N2CCOCC2)cc1 (stereo not drawn),0.9,-0.3,4,4,-11,-2,-3,-4,4
COc1cc(OC)c(OC)cc1CNCCSc1nnnn1C,0.5,0.4,2,3,-1,0,-19,7,-15
CCN(CC)CCNC(=O)CSc1nc2nc(C)c(Cc3ccccc3)c(C)n2n1,-0.1,0.2,-6,7,-6,0,/,2,-12

# (more compounds)
SMILES,D2 ag,TRHR agonist,D2 PAM,D1 agonist,D1 antagonist,D1 PAM,D2 antagonist,TRHR PAM,RXFP1 antag
N#Cc1ccccc1S(=O)(=O)N1CCN(C(=O)C2CCC2)CC1,-1.3,-0.1,4,-2,2,-4,-12,12,-10
COc1ccc(CN2CCNC(=O)C2CC(=O)NC2CCCCCC2)c(C)c1C (stereo not drawn),-0.2,0.9,-13,3,1,2,1,-8,-14
CC(C)NS(=O)(=O)c1ccc(OCC(=O)Nc2ccc(F)cc2)cc1,-0.4,0.2,23,0,-7,4,7,-2,-8
CC(C)N(Cc1ccccc1)C(=O)CN1C(=O)NC2(CCCCCC2)C1=O,-0.3,0.2,13,2,15,-12,0,-3,4
COc1ccc(Cc2nnc(SCC(=O)NC3CCCCC3)n2C)cc1,-0.1,2.1,-2,2,8,2,-7,-4,-8
COc1cccc(-c2ccc(NC(=O)C3CCCN(Cc4cnn(C)c4C)C3)cc2)c1 (stereo not drawn),0.4,1.1,4,19,3,-5,1,-2,-21
O=C(NCc1ccc(Cl)cc1)c1ccc(CNc2c(N3CCCC3)c(=O)c2=O)cc1,-0.3,0.2,3,0,-2,-5,3,10,-1
CCOc1ccc(CN2CCNC(=O)C2CC(=O)NCc2ccccn2)cc1 (stereo not drawn),0.5,1.1,-1,0,-8,1,0,1,-7
CN(C)/C=C1\Cc2ccccc2C1=O,0.4,0.4,2,5,-8,-2,-3,5,-1
CCOc1ccc(NC(=O)Nc2ccc(NC(C)=O)cc2)cc1,25,-0.6,-18,0,-2,-7,7,7,-8
CC(C)(C)c1ccc(NC(=O)N2CCN(c3ccc([N+](=O)[O-])cn3)CC2)cc1,-0.4,0.1,1,13,11,1,6,2,?
CCCC(CCC)C(=O)Nc1cccc(-c2nc3cccnc3s2)c1C,-0.1,-0.1,9,5,7,-1,/,16,-14
CN(C)/C=C1\SC(=S)N(c2ccc(F)cc2)C1=O,0.6,2.8,8,13,-4,-2,9,23,/
COc1ccc(CCNc2nc(-c3ccncc3)cs2)cc1OC,1.6,-0.1,4,8,-10,-2,2,-3,5
CCCOP(=O)(c1ccc(N(C)C)cc1)C(O)c1ccc(Cl)cc1 (stereo not drawn),-1.0,0.7,-4,0,7,4,0,2,-9
CCCCc1nn2c(=O)cc(COC(=O)c3ccc4c(c3)OCO4)nc2s1,1.0,0.6,-12,1,-4,-5,/,-15,/
Cc1cc(/C=C2\SC(=O)NC2=O)c(C)n1-c1ccc(N(C)C)cc1,0.7,-0.1,-9,-3,-52*,-10,11,-1,-4
CCC1(c2ccc(F)cc2)NC(=O)N(CC(=O)N2CCN(C(=O)c3cccs3)CC2)C1=O (stereo not drawn),-0.7,0.6,3,5,19,-6,-2,-5,-8
COc1ccc(C(=O)O)cc1S(=O)(=O)NCCN(C)C,-0.6,-0.4,8,0,20,-1,-6,3,-3
COC(=O)c1ccc(C2c3[nH]c4ccccc4c3C[C@H]3C(=O)N(C4CC4)CC(=O)N23)cc1 (stereo partly drawn),0.2,-0.9,14,4,0,1,-1,10,-2
CN(C)CCSc1nc(N)c2c3c(sc2n1)CN(C)CC3,-1.0,0.6,0,2,6,4,13,4,-15
COCCNC(=S)N1CCN(C/C=C/c2ccccc2)CC1,0.2,0.2,2,4,-14,-2,-31,17,-13
COc1ccc(S(=O)(=O)N(CC(=O)Nc2ccc(Br)cc2)Cc2ccccc2)cc1,0.2,2.3,-9,9,-6,-2,/,-2,-16
C/C(CC(=O)C(F)(F)F)=N\NC(=O)/C(C#N)=C/N(C)C,-0.4,-0.6,-1,-1,5,-3,-8,15,6
Cc1nn(CC(=O)NC2CCCCC2)c(=O)c2cc3cc(F)ccc3n12,-0.3,0.0,1,0,-22,2,/,-2,-7
Cc1nn(CC(=O)N2CCCC2)c(=O)c2nn(-c3ccccc3)c(C)c12,1.5,0.3,-6,-1,5,-8,12,-1,5
Cc1onc(-c2c(Cl)cccc2Cl)c1CO/N=C(\C#N)c1c(Cl)cccc1Cl,1.0,-0.6,-3,16,-11,-4,30*,22,-13
COc1cc(NC(=O)c2cc3cc4ccc(OC)c(Cl)c4nc3s2)cc(OC)c1,-0.7,0.7,-2,2,-4,-1,/,0,3
COC(=O)c1cc2sc(Cl)cc2n1CC(=O)N1CCCc2ccccc21,-0.6,-0.1,0,3,4,9,6,9,-27
O=[N+]([O-])c1cccc(Cl)c1NCCNS(=O)(=O)c1ccccc1,-0.8,-1.7,-5,5,12,-2,2,4,22
Cc1cc2c(cc1C)/C(=C\C(N)=O)NC(C)(C)C2,0.3,-0.1,0,0,-12,-5,4,1,7
O=C(Cn1c(-c2cccs2)cc2ccccc21)N1CCN(c2ccc(Cl)cc2)CC1,1.0,2.0,-5,0,12,3,/,3,-10
Cc1nc(NC(=O)C2CC2)sc1C(=O)Nc1ccccc1,0.2,0.9,9,0,-38*,-6,-20,-4,-3
Cc1ccc(C(=O)NNC(=O)c2cc3ccccc3cc2O)cc1,-1.4,-1.0,5,2,-22,-6,-14,-2,-35
CCN1CCN(C(=O)c2ccc(COc3cccc(Cl)c3)o2)CC1,-0.2,-0.3,-9,0,-6,-4,2,-5,-4
CCCCCCCCn1c(=O)c(C(=O)OC)c(N)c2ccccc21,4.9,0.3,-1,13,-11,-10,1,-2,-22
CC(C)Oc1cccc(C(=O)Nc2ccc(-c3nc4cc(Cl)cc(Cl)c4o3)cc2)c1,0.3,0.4,-8,-1,-5,0,/,7,/
CC1=CC(C)(C)N(C)C(=O)N1c1ccc(Cl)cc1,-0.1,-0.1,-3,8,-7,-3,-17,-1,-1
CCC12CC3CC(C1)CC(C(=O)Nc1nn[nH]n1)(C3)C2,1.2,0.1,5,3,0,-7,-10,-11,7
COc1cccc(C(=O)NCCCN2CCN(CCCNC(=O)c3cccc(OC)c3)CC2)c1,-0.8,-1.3,4,2,-3,6,-2,-3,-9

# Screening data (PubChem BioAssay)
